Compound activity as filed in PubChem.
LRH-1 inv ag: inverse agonists of human LRH-1 (NR5A2) | O00482 | HEK293T StAR-luciferase reporter, LRH-1 transfected, 24 h | inhibition, % at 3.6 µM | actives 0.13% (n = 360,000) | AID 602396;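 active means inhibition above the mean inhibition of all tested compounds plus 3 SD, cut at about 73% in these data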;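 further: 0% = DMSO wells and 100% = reporter-only cells lacking LRH-1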
NCOA2 inhibitor: inhibits human steroid receptor coactivator 2; HEK293 GAL4-SRC2 luciferase reporter, luminescence; AID 651957; actives 0.17% (n = 370,000); inhibition, % at 9 µM;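 active means inhibition above the mean inhibition of all tested compounds plus 3 SD, set per campaign, cut at about 52% in these data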;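 further: 0% = DMSO treated cells and 100% = cells given Gossypol at 36 µM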
EBV LMP1 NFkB: Epstein-Barr LMP1 NF-kappaB reporter inhibition; LMP1-induced NF-kappaB luciferase reporter cells, luminescence; inhibition, % at 12.5 µM; actives 0.69% (n = 350,000); AID 504558; in the data active means inhibition above about 41%;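 further: 0% = neutral control wells and 100% = reference inhibitor control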
TROY NFkB inh: inhibitors of TROY-dependent NF-kB signaling; Q293 LMP1-TROYcd NF-kB luciferase reporter, 4 h; AID 1347056; actives 0.98% (n = 360,000); inhibition, % at 10 µM;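 active means compounds whose plate-normalised and pattern-corrected inhibition of the luciferase reporter signal at the single screening dose is 50% or more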
SRC3 inh: human NCOA3 inhibition | actives 0.17% (n = 360,000) | Q9Y6Q9 | inhibition, % at 3.6 µM | HEK293 GAL4-SRC3 luciferase reporter, luminescence;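 active means inhibition above a per-campaign cutoff, the mean of all compounds plus 3 SD, cut at about 60% in these data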;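 further: 0% = DMSO-treated cells and 100% = gossypol-treated cells at 36 µM; higher means less SRC3-driven luciferase light from the GAL4 reporter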
TRAIL sens C8: sensitizes caspase-8 expressing cells to TRAIL | actives 1% (n = 360,000) | AID 624354 | NB7+C8 cells + TRAIL, ATPlite viability luminescence | inhibition (viability loss, TRAIL sensitization), % at 10 µM;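 active means compounds causing at least 50% loss of cell viability in the single-dose screen, relative to plate controls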
NR2F2 inh: inhibitors of human COUP-TFII (NR2F2) | actives 0.7% (n = 370,000) | P24468 | HEK293T NGFI-A luciferase reporter, luminescence | inhibition, % at 8.6 µM;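 active means inhibition above a per-plate cutoff, mean inhibition of test wells between control levels plus 3 SD, cut at about 38% in these data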;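 further: cells cotransfected with COUP-TFII expression vector driving the NGFI-A reporter; 0% = median of COUP-TF2 test wells and 100% = reporter-only cells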
TLR9-MyD88 inh: TLR9-MyD88 interaction inhibition. Q9NR96+Q99836. CHO BLA complementation TLR9-MyD88, CCF4 FRET ratio. inhibition, % at 4.98 µM. actives 0.21% (n = 340,000). AID 504734;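 active means inhibition above the mean over all tested compounds plus 3 SD, cut at about 21% in these data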;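 further: 0% = DMSO only wells and 100% = clavulanate BLA inhibitor control wells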
NCOA1 inh: inhibitors of human steroid receptor coactivator 1 (SRC1) | HEK293 GAL4-SRC1 luciferase reporter, luminescence | actives 0.12% (n = 360,000) | AID 588354 | Q15788 | inhibition, % at 3.6 µM;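 active means inhibition above the campaign mean plus 3 SD, with each screening campaign given its own cutoff, cut at about 60% in these data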;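 further: 0% = DMSO treated cells and 100% = gossypol at 36 µM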
Vif inh: inhibitors of HIV Vif | HEK293T cells, Vif self-association by quenched fluorescence, imaging, 24 h | inhibition, % at 7.49 µM | actives 0.35% (n = 340,000); in the data active means inhibition above about 50%, passing the limit was not always enough; further: some results filed as inactive read as strong as hits
NOD2 RIPK2 PPI: inhibitors of human NOD2-RIPK2 interaction. inhibition, % at 4.98 µM. CHO BLA complementation NOD2-RIPK2, CCF4 ratio. AID 624267. actives 0.38% (n = 360,000); in the data active means inhibition above about 21%;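 further: 0% = vehicle only and 100% = reference blocker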
* marks the source's active call; other numbers are inactive results; x = not tested or not shown; & = joins results of further samples.

SMILES | LRH-1 inv ag | NCOA2 inhibitor | EBV LMP1 NFkB | TROY NFkB inh | SRC3 inh | TRAIL sens C8 | NR2F2 inh | TLR9-MyD88 inh | NCOA1 inh | Vif inh | NOD2 RIPK2 PPI
CN1N=C(C(C)(C)C)CSC1=Nc1ccccc1 | -10 | -2 | 3 | -11 | -12 | -8 | -15 | 0 | -32 | 10 | 1
COc1cc(CCCN2CCNC[C@H]2Cc2cccc3ccccc23)cc(OC)c1OC | 11 | -28 | 0 | -9 | 1 | -20 | -20 | 3 | -7 | -4 | -3
CCn1c2ccccc2c2cc(CNCCCN3CCOCC3)ccc21 | 1 | 2 | 8 | 22 | -1 | -9 | 12 | 0 | -13 | 8 | -4
Cc1c(C(=O)O)oc2ccc(S(=O)(=O)N3CCC(C)CC3)cc12 | 9 | -1 | -3 | -8 | 0 | -3 | -3 | 12 | -19 | 45 | -4
Cc1ccccc1NC(=O)C1CCN(S(=O)(=O)c2ccc3c(c2)NC(=O)C(C)S3)CC1 (stereo not drawn) | 0 | 1 | 3 | -1 | -7 | -3 | 12 | -7 | 5 | -5 | 0
COC(=O)C1CCN(C2CN(Cc3ccccc3)S(=O)(=O)C2)CC1 (stereo not drawn) | 0 | 13 | x | 8 | 4 | 0 | -1 | x | -1 | x | 12
Cc1nn(-c2ccccc2)c(Cl)c1/C=N/NC(N)=O | -17 | -40 | -1 | -47 | -17 | -6 | -32 | 2 | -14 | 13 | -17
C=CC[C@@H](Cc1ccc(F)cc1)C(=O)OC[C@@H]1CCCN1C(=O)[C@@H](CC=C)CC(=O)N(CCO)Cc1ccccc1 | 5 | 5 | 1 | 15 | -8 | -14 | 21 | -3 | 0 | -7 | 5
COc1cc2c(cc1NC(=O)COc1ccccc1OC)oc1ccccc12 | -1 | -7 | 1 | -7 | 7 | 17 | 4 | 1 | -4 | 1 | -2
CCN1C(=O)[C@H]2[C@H]3CN=C(SCc4ccccc4)N3[C@@](C)(C(=O)OC)[C@H]2C1=O | -18 | 7 | -2 | 2 | 9 | -1 | -36 | 2 | 7 | 5 | -2
Cc1cccn2c(CN3CCNC(=O)CC3)c(C(=O)N(C)CCc3ccccc3)nc12 | -4 | 18 | -1 | 10 | 11 | -5 | -12 | -4 | -3 | -1 | -9
CCCCCCCCN1C(=O)[C@H](CC(=O)N2CCN(C(=O)c3ccco3)CC2)C[C@@]2(C(=O)OC)CCCCC=C12 | -16 | 26 | x | 13 | x | 27 | 20 | x | x | x | 13
COCCNC(=O)c1cc(-c2ccccc2)nn1Cc1cc(C)no1 | 0 | -27 | 8 | 11 | 0 | 10 | 17 | 6 | -12 | 0 | -8
O=C1NC2(CCCCC2)C(=O)N1c1ccc(Cl)cc1 | 5 | -18 | -7 | 5 | -25 | -14 | -28 | 8 | 1 | 0 | 2
NS(=O)(=O)c1ccc(CCNC(=O)c2cc(-c3ccco3)nc3ccccc23)cc1 | 4 | 5 | 2 | -14 | -1 | 21 | 1 | -4 | 6 | 7 | -20
Clc1ccc(SCc2cn3ccsc3n2)cc1 | -55 | -32 | -27 | -7 | -28 | 10 | -40 | -2 | -64 | 12 | -5
Cc1ccc2nc(Cl)nc(-c3ccccc3)c2c1 | 17 | -21 | 5 | 24 | 26 | 11 | 4 | -2 | 9 | -6 | 1
CCc1nc2c(OCc3ccc(C(=O)OC)cc3)cccn2c1N(C)C(=O)c1ccc(OC)cc1 | -4 | 17 | x | -11 | -6 | -19 | -10 | x | 8 | -3 | -3
COc1ccc(/C=C2\SC(=O)N(CCNC(=O)Cc3coc4cc(C)ccc34)C2=O)cc1OC | -11 | 15 | -12 | 39 | -25 | -3 | 9 | 2 | -27 | -5 | -3
CN1CCC(=O)N([C@H](CSc2ccc(Br)cc2)c2ccccc2)CC1 | -26 | -23 | -12 | 46 | -40 | 10 | -26 | -6 | -59 | 4 | 10
Cc1ccc(S(=O)(=O)N2CCN(C(=O)CN3C(=O)c4ccccc4C3=O)CC2)c(C)c1 | -8 | 10 | -11 | -17 | -13 | -21 | 2 | -8 | -1 | -10 | -1
CCN(CC)c1cc(C)c2ccccc2n1 | 10 | 13 | 3 | -18 | -2 | -16 | -1&-18 | 2 | -2 | -4 | 0
O=C(c1ccco1)N1CCN(Cc2nnc(-c3ccccc3F)o2)CC1 | -19 | 0 | 1 | -17 | -3 | -8 | -15 | -2 | 0 | 0 | -6
COCCCN1C(=O)c2ccc(C(=O)Nc3ccc(OC)cc3)cc2C1=O | -20 | -29 | 6 | -43 | -13 | 18 | -4 | -5 | -24 | 9 | -17

Rewritten with values under each structure: part of the list above
Screens in order: LRH-1 inv ag	NCOA2 inhibitor	EBV LMP1 NFkB	TROY NFkB inh	SRC3 inh	TRAIL sens C8	NR2F2 inh	TLR9-MyD88 inh	NCOA1 inh	Vif inh	NOD2 RIPK2 PPI
COCCCN1C(=O)c2ccc(C(=O)Nc3ccc(OC)cc3)cc2C1=O
 : -20	-29	6	-43	-13	18	-4	-5	-24	9	-17
Clc1ccc(SCc2cn3ccsc3n2)cc1
 : -55	-32	-27	-7	-28	10	-40	-2	-64	12	-5

Additional compounds:
SMILES | LRH-1 inv ag | NCOA2 inhibitor | EBV LMP1 NFkB | TROY NFkB inh | SRC3 inh | TRAIL sens C8 | NR2F2 inh | TLR9-MyD88 inh | NCOA1 inh | Vif inh | NOD2 RIPK2 PPI
COc1ccc(Nc2ccnc(Nc3ccc(OC)cc3)n2)cc1 | -1 | -19 | -11 | 24 | -18 | 32 | 23 | 2 | -53 | -8 | -6
N#CCCCSC1=C(C#N)C(c2ccccc2Cl)CC(=O)N1 (stereo not drawn) | -22 | 1 | 3 | -14 | -8 | 14 | 11 | -13 | -7 | 2 | 0
S=c1[nH]ccn1-c1c(Cl)cccc1Cl | 3 | 15 | -9 | 0 | -4 | -19 | -3 | -1 | 0 | 0 | -4
CN(C)c1cc2c(cc1NS(=O)(=O)c1ccccc1)n(C)c(=O)n2C | -1 | 12 | 1 | -1 | -13 | -2 | -16 | -6 | 4 | -10 | -9
COc1ccc(NS(=O)(=O)c2ccc(NC(=S)NC(=O)/C=C/c3ccc(C)cc3)cc2)nn1 | 0 | 10 | -1 | 9 | 16 | -3 | -13 | 4 | 5 | -5 | 6
CC1CCN(CC(=O)Nc2ccc(C(=O)N3CCCCC3)cc2)CC1 | -5 | 23 | 6 | 6 | -9 | -1 | 8 | 6 | 5 | 16 | -4
CCc1nc2ccc(C(=O)NCCOc3ccc(OC)cc3)cn2c1N(C)Cc1ccc(OC)cc1 | 4 | 3 | x | 8 | 5 | 4 | 19 | x | -19 | -18 | -8
COc1cccc(NC(=O)CNC(=O)c2ccc(C)o2)c1 | 11 | -5 | -7 | -22 | 4 | 12 | -18 | -2 | -1 | -6 | 2
CN(C)c1cc(NC(=O)CN2CCCC2)c2ccccc2n1 | -6 | -19 | -3 | -17 | 23 | 8 | 18 | -5 | -1 | 0 | -6
Cc1cccc(CNC(=O)C2CCC(=O)N(C3CCCCCC3)C2)c1 (stereo not drawn) | 10 | 2 | 0 | 9 | -5 | 0 | 12 | -6 | -19 | x | -15
CCOc1ccc(/C=N/Nc2cc(N3CCOCC3)ncn2)c(O)c1 | -5 | 4 | 56* | 0 | -25 | 3 | 0 | -1 | -3 | 3 | -12
O=C(CNC(=S)N(Cc1ccc(F)cc1)C1CCCCC1)NCC1CCCO1 (stereo not drawn) | 0 | 6 | 2 | -4 | 15 | -3 | -13 | -2 | 3 | 18 | -7
COc1ccc(C(=O)Nc2cccc(C(C)=O)c2)c(OC)c1OC | -26 | -28 | -4 | -41 | -28 | 4 | -14 | -4 | -38 | 13 | -62
COc1ccc(N(Cc2cc3ccccc3[nH]c2=O)S(=O)(=O)c2ccc(OC)cc2)cc1 | 13 | -9 | 2 | 3 | 10 | 31 | -4 | 6 | -5 | 0 | 1
CC(C)=NNC1=NC(C)(C)Cc2ccccc21 | 15 | 23 | 3 | 12 | 19 | -18 | -6 | -1 | 14 | -1 | -6
Cc1cccc(C)c1NC(=O)C(C)Sc1n[nH]c(-c2ccncc2)n1 (stereo not drawn) | -5 | -13 | 6 | -9 | 14 | -10 | 2 | 1 | 0 | -5 | 2
COCCN(C(=O)c1cc(Cl)nc2ccccc12)c1c(N)n(Cc2ccccc2)c(=O)[nH]c1=O | -17 | -11 | -8 | -8 | -9 | -16 | 12 | -10 | -8 | 1 | 2
CC(c1ccccc1)n1c(Br)nc2c1c(=O)[nH]c(=O)n2C (stereo not drawn) | 11 | 16 | 9 | 12 | -7 | -6 | -7 | 5 | -17 | 7 | -6
CCOc1ccccc1N(CC(=O)Nc1cccnc1)S(C)(=O)=O | -14 | -3 | 3 | -14 | -15 | 2 | 11 | 4 | 6 | 26 | -9
COc1cccc(N(C(=O)Cn2nnc3ccccc32)C(C(=O)NCc2ccco2)c2cccnc2)c1 (stereo not drawn) | 21 | -25 | -1 | -17 | -15 | -11 | -2 | -3 | -9 | 8 | -6
COC(=O)c1cc(NC(=O)/C=C/c2ccc3c(c2)OCO3)cc(C(=O)OC)c1 | -4 | 1 | 4 | -6 | 4 | -3 | -7 | -6 | -3 | -6 | 2
Cc1cc(C(=O)CN2C(=O)NC(CCS(C)(=O)=O)C2=O)c(C)n1C1CC1 (stereo not drawn) | 6 | 7 | 7 | -7 | -13 | 10 | -7 | -3 | -19 | -2 | -1
Cc1cc(NC(=O)c2cccc([N+](=O)[O-])c2)n(-c2ccccc2)n1 | 11 | -2 | 7 | 6 | 10 | 1 | 5 | -19 | 6 | -1 | 0
Cc1cc(-c2nnc(SCC(=O)Nc3cccc(F)c3)n2N)n[nH]1 | 1 | -10 | 1 | -2 | 0 | 7 | -6 | -9 | 14 | -5 | -11
OCCCn1c(C2CCCN2c2nc(-c3ccc(F)cc3)cs2)nc2cc(Cl)c(N3CCCCC3)cc21 (stereo not drawn) | 3 | -27 | -6 | 13 | -13 | -8 | -9 | 3 | -2 | 0 | -7
COc1cccc(CN2CC(C(=O)NCC3CCOCC3)CCC2=O)c1 (stereo not drawn) | -9 | 13 | -1 | -6 | 5 | 0 | -1 | 1 | 2 | -2 | -2
C=CCn1c(-c2c(C)nc3cc(C)ccn23)n[nH]c1=S | 5 | -28 | 3 | -13 | 5 | -1 | -4 | -9 | -5 | 6 | -4
O=C(NCC(=O)N(c1ccccc1F)C(C(=O)NC1CCCC1)c1ccncc1)c1ccco1 (stereo not drawn) | -6 | -9 | -1 | 1 | 7 | -1 | 8 | -2 | 7 | 2 | -10
Cc1ccc(C(C(=O)NC2CCCC2)N(Cc2ccco2)C(=O)CCC(=O)Nc2cc(C)on2)cc1 (stereo not drawn) | 30 | -12 | 0 | -1 | 14 | -3 | 19 | 2 | 3 | x | 6
CCCC(=O)Nc1nc(-c2ccc(Cl)s2)cs1 | -47 | -22 | -18 | -42 | -24 | 1 | -23 | -9 | -20 | -11 | -2
Cc1cc(C)n(CCC(=O)Nc2cccc(F)c2)n1 | 15 | -1 | -4 | 4 | 22 | 0 | 15 | -1 | 18 | 10 | 7
COc1cc2cnc(CCCC#N)cc2cc1OC | 6 | 3 | 5 | -7 | -2 | 6 | -6 | -2 | -22 | -11 | 2
Cc1cc(N2CCN(C)CC2)nc(-c2ccccc2O)n1 | -3 | 12 | -1 | -5 | 3 | 14 | 0 | -4 | -6 | 1 | -3

This is a subset; rates above refer to the full screens.
